FLuc inhib CS – Photinus pyralis luciferase inhibition counter-screen | P08659 | AID 1006 | ATPLite firefly luciferase biochemical luminescence, 10 min | 200,000 compounds, 1.5% hits | inhibition, % at 10 µM;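 active = inhibition above about 50% when tested at 10 µM, limit read from the data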
Target sequence (P08659 whole entry, looked up): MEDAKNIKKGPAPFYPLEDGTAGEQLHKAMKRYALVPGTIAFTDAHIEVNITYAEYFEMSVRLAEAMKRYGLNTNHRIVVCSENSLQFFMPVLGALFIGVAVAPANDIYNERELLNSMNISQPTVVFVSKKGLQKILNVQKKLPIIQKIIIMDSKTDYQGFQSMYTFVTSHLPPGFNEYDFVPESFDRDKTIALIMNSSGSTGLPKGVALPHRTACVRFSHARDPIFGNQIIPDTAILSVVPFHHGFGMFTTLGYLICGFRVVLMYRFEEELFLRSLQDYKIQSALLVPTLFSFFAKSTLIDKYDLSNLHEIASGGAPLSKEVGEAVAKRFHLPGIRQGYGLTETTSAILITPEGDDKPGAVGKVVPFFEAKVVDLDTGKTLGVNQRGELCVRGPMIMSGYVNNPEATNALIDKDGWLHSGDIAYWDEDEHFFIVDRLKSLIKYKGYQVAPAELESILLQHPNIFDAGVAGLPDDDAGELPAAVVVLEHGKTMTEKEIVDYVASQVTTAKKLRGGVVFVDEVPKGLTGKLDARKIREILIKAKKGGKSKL
FLuc stim CS – firefly luciferase counter-screen for stimulation assays. P08659. ATPlite luciferase biochemical, luminescence, 10 min; 0 = ATP-free wells, 1 = DMSO control. activation factor at 10 µM. 200,000 tested, under 10 active. AID 1027;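 active = luciferase activation factor, scaled between plate controls, of at least 2 with compound at 10 µM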
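Material: Luciferase/luciferin reagent mix | Doses: Test compounds dosed from 2 mM stocks in 100% DMSO | Timing: 10 min incubation after luciferase reagent addition, room temperature | Measured by: Luminescence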
STAT3 act – STAT3 signaling activation; AID 871; activation (% of control), % at 5.6 µM; U3A cells, IL-6 STAT3-luciferase reporter, luminescence; 100% = signal with IL-6 EC80 alone; 190,000 compounds, 0.91% hits;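 active = activation above the screen-wide mean of compound activation plus 3 SD, cut at about 130% in these data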;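 note: 0% = background luminescence of wells with medium and substrate only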
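Material: human STAT1-deficient U3A cells with stable STAT3-luciferase reporter / Probe or stimulus: IL-6 stimulus at 33 ng/mL final / Schedule: 1 h compound pre-exposure, 6 h IL-6 stimulation, 37 °C / Technique: luminescence / Read-out basis: percent of IL-6-only median luminescence / Control set: IL-6-only high control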
STAT1 inh – inhibitors of IFN-gamma induced STAT1 signaling. NIH 3T3 STAT1-luciferase reporter, luminescence. inhibition, % at 5.5 µM. 200,000 compounds, 0.35% hits;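 active = inhibition above a set limit, the mean inhibition across all tested compounds plus 3 SD, cut at about 34% in these data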;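 note: 0% = IFN-gamma with DMSO and 100% = IFN-gamma with 300 µM nifuroxazide; values of inactives mirror those of a sister screen read the other way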
APP transl inh – APP translation inhibition; SH-SY5Y APP 5'UTR-luciferase reporter, luminescence; inhibition, % at 2 µM; 190,000 compounds, 0.82% hits; AID 1285;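 active = inhibition above a set limit, derived from the sample mean plus 3 SD, cut at about 45% in these data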; note: values of inactives mirror those of a sister screen read the other way
NF-kB neuron act – compounds increasing NF-kB expression in human neuronal cells; AID 1239; 190,000 compounds, 1.6% hits; fold change at 12.5 µM; NF-kB reporter expression; stronger effect = higher value; in the data active = fold change above about 3.3
ROMK primary – modulators of human ROMK potassium channel. AID 1918. B-score at 10 µM. P48048. 130,000 compounds, 2% hits. Tet-inducible ROMK, thallium flux fluorescence; actives lie on both sides;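 active = signal ratio slope over the read window, or its plate-corrected B-score, at least 3 SD from the plate mean, either direction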;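 note: B-score of the F/F0 ratio slope over 7 to 12 s after thallium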
Target sequence (P48048 whole entry, looked up): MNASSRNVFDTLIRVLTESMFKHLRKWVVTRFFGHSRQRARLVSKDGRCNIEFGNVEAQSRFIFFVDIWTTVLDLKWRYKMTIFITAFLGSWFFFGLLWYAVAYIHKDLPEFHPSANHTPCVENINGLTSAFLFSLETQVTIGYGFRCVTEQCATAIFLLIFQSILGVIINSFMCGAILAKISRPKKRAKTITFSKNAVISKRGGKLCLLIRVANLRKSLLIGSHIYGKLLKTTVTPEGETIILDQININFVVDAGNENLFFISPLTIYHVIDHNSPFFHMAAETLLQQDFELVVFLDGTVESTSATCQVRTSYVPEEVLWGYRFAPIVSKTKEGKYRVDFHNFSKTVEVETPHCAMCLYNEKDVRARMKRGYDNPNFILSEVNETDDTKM
APP 5'UTR act – activates APP 5'UTR luciferase reporter; SH-SY5Y APP 5'UTR luciferase reporter, luminescence; zero percent = DMSO vehicle wells; activation, % at 2 µM; 190,000 compounds, 1% hits;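 active = activation above a set limit, based on mean plus 3 SD of controls, cut at about 140% in these data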; note: values of inactives mirror those of a sister screen read the other way
STAT3 inh – inhibitors of IL-6 induced STAT3 signaling; U3A cells, IL-6 STAT3-luciferase reporter, luminescence; host cell line lacks STAT1; 190,000 compounds, 0.89% hits; inhibition, % at 5.5 µM; AID 862;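 active = inhibition above the mean inhibition across all screened compounds plus 3 SD, cut at about 44% in these data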;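 note: 0% = DMSO only wells and 100% = 100 µM nifuroxazide control wells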
STAT1 act – STAT1 signaling activation | NIH 3T3 STAT1-luciferase reporter, IFN-gamma, luminescence; 100% = IFN-gamma alone, no compound | activation (% of control), % at 5.5 µM | 200,000 compounds, 2.6% hits;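 active = activation above the screen-wide mean activation plus 3 SD, cut at about 130% in these data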;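 note: raw ratio to IFN-gamma control signal so 100% means no change and 0% no light; values of inactives mirror those of a sister screen read the other way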
Numbers without * were called inactive; nt = not tested or not shown.

SMILES | FLuc inhib CS | FLuc stim CS | STAT3 act | STAT1 inh | APP transl inh | NF-kB neuron act | ROMK primary | APP 5'UTR act | STAT3 inh | STAT1 act
O=C1/C(=C/c2ccccc2)N=C(N2CCOCC2)N1c1cccc(Cl)c1 | -1 | 1 | 96 | 11 | 8 | 1.2 | -1.2 | -8 | 8 | 90
COC(=O)C1=C(CSc2nccn2C)NC(=O)NC1c1cc(C)ccc1C (configuration not stated) | -1 | 1 | 99 | 19 | 8 | 1 | 0.54 | -8 | 7 | 82
C#CCNC(=O)C1=C[C@H](c2coc3ccccc3c2=O)C[C@H](OCCCCO)O1 | -3 | 1 | nt | 2 | -2 | 1.2 | nt | 2 | nt | 100
C/C(=N\NC(=O)c1ccccc1F)c1ccc(C#N)cc1 | 11 | 0.9 | 90 | -24 | -34 | 2 | -0.83 | 34 | 16 | 121
Cc1ccc(OCC(=O)NNC(=O)CCC(=O)NCc2ccccc2)cc1 | 1 | 1 | 95 | 3 | 5 | 1 | nt | -5 | 8 | 97
O=[N+]([O-])c1cccc(CNCc2ccccc2)c1 | -1 | 1 | 92 | -1 | -8 | 1.2 | nt | 8 | 11 | 100
CCOC(=O)c1c(C)[nH]c(C(=O)NNC(=O)c2ccccc2)c1C | 35 | 0.6 | 110 | -51 | -164 | 3.4* | nt | 164* | 0 | 146*
C=C(C)Cn1c(CCNC(=O)CCC)nc2ccccc21 | -1 | 1 | 94 | -6 | -3 | 1.2 | -0.79 | 3 | 12 | 104
COCC[N+]1(C)CCCCC1 | 5 | 1 | 97 | -6 | 30 | nt | nt | -30 | 9 | 103
COc1ccc(/C=N/OCc2nc3c4c(ncn3n2)Oc2ccc3ccccc3c2C4c2ccccc2)cc1 (configuration not stated) | 6 | 0.9 | 102 | -7 | 11 | 1.1 | -1 | -11 | 3 | 106
CCOC(=O)C1=C(C)NC2=C(C(=O)OC2)C1c1ccccc1 (configuration not stated) | -3 | 1 | 105 | 10 | 16 | 1.1 | 0.035 | -16 | -4 | 90
Cc1nc(SCC(=O)Nc2cccnc2Cl)nc(C)c1C | -1 | 1 | 104 | -3 | -5 | 1.1 | 0.4 | 5 | 0 | 99
CCCN(CCC)CC(O)Cn1cc(/C=C/C(=O)c2cccs2)c2ccccc21 (configuration not stated) | -6 | 1.1 | 114 | -1 | -10 | 1.3 | nt | 10 | -12 | 100
COc1ccc(S(=O)(=O)NN(C)C)cc1N(C)S(=O)(=O)c1ccc(Cl)cc1 | -7 | 1.1 | 95 | 6 | 4 | 1.1 | -0.49 | -4 | 6 | 95
O=C(NNc1nc(-c2ccccc2)cs1)c1ccco1 | -2 | 1 | 103 | -8 | -8 | 1.3 | 0.057 | 8 | -2 | 107
ON1C(c2ccccc2)CC2(O)c3nonc3CCC12 (configuration not stated) | -4 | 1 | 103 | -8 | -12 | 1.1 | 0.34 | 12 | -1 | 107
Cc1cccc(-c2noc(CNC(=O)Nc3ccc(F)cc3)n2)c1 | -4 | 1 | 89 | 12 | -13 | 1.3 | 0.71 | 13 | 21 | 89
c1ccc(Oc2nc(Oc3ccccc3)nc(N3CCOCC3)n2)cc1 | -10 | 1.1 | 104 | 5 | -14 | 0.99 | -3.6* | 14 | -1 | 95
CC(C)C(=O)Nc1ccc([N+](=O)[O-])cc1Br | -3 | 1 | 93 | -11 | -7 | 1.2 | -0.82 | 7 | 11 | 110
CCOc1cc(N2CCOCC2)c(OCC)cc1NC(=O)CSc1cccc[n+]1[O-] | -6 | 1.1 | 105 | -5 | -5 | 1 | nt | 5 | 0 | 104
CCC(C)NC(=O)Cn1cnc2sc(C)cc2c1=O (configuration not stated) | -8 | 1.1 | 115 | 10 | -13 | 1.1 | -0.71 | 13 | -13 | 91
COc1ccc([N+](=O)[O-])cc1NC(=O)Cc1ccccc1Cl | -4 | 1 | 99 | 7 | -17 | 1 | 0.44 | 17 | -1 | 94
COc1ccc(C)cc1NC(=O)Nc1cnccn1 | 2 | 1 | 87 | -11 | -4 | 1.1 | 1.1 | 4 | 23 | 110
CCCN1C(=O)C(O)(C2COC(C)(C)CC2=O)c2ccccc21 (configuration not stated) | -4 | 1 | 107 | 2 | 10 | 1.2 | 1.5 | -10 | -3 | 97
CSc1nsc(SC)c1C(=O)NCCNS(=O)(=O)c1ccc(C)cc1 | -2 | 1 | 121 | -17 | -5 | 1.1 | nt | 5 | -24 | 116
O=S(=O)(Nc1nc2ccccc2s1)c1ccc(Br)s1 | -4 | 1 | 142* | 1 | 5 | 0.93 | -3.2* | nt | -47 | 100
O=C(c1cc(-c2ccncc2)nc2ccccc12)N1CCN(c2ccccn2)CC1 | 5 | 1 | 96 | -4 | 17 | 0.49 | nt | -17 | 8 | 104
O=C(NCCN1CCN(C(=O)c2cccs2)CC1)C(=O)Nc1ccc(Br)cc1 | 0 | 1 | 92 | 10 | 9 | 0.94 | -0.66 | -9 | 13 | 91
O=C1CC(c2ccco2)Cc2nc(N3CCN(Cc4ccc5c(c4)OCO5)CC3)ncc21 (configuration not stated) | -2 | 1 | 97 | 7 | 1 | 1.2 | nt | -1 | 8 | 94
COC(=O)c1ccccc1NC(=O)Cn1cc2c(n1)CCC(C)C2 (configuration not stated) | -12 | 1.1 | 93 | -2 | -4 | 1 | nt | 4 | 9 | 103
CN(C)S(=O)(=O)c1ccc(C(=O)Nc2nc(-c3ccccc3)c(C(=O)c3ccccc3)s2)cc1 | -3 | 1 | 103 | -1 | -13 | 0.78 | 1.2* | 13 | -6 | 101
Cc1c([N+](=O)[O-])cc(C(=O)Oc2cccc(C(=S)N3CCOCC3)c2)cc1[N+](=O)[O-] | -4 | 1 | 105 | 0 | -4 | 1.1 | 0.031 | 4 | 2 | 99
O=C(O)c1cc2sccc2s1 | -2 | 1 | 111 | -1 | 9 | 1.2 | -0.19 | -9 | -7 | 100
CCOc1ccc(OCC(=O)NCCc2nc3ccccc3[nH]2)cc1 | -7 | 1.1 | 105 | -12 | -18 | 0.9 | nt | 18 | -2 | 111
O=C(N1CCCC1)C12CC3CC(C1)CC(C(=O)N1CCCC1)(C3)C2 | -5 | 1.1 | 98 | -2 | -8 | 0.99 | 2.1 | 8 | 8 | 100
Cn1c(=O)c(C(=O)COC(=O)c2cc(-c3ccco3)nc3ccccc23)c(N)n(Cc2ccccc2)c1=O | -7 | 1.1 | 93 | 0 | 4 | 0.94 | 1.8 | -4 | 6 | 100
CC(C)CNC(=O)COc1ncnc2ccccc12 | -8 | 1.1 | 98 | -2 | 16 | 1.1 | 1.3 | -16 | 2 | 99
O=C(Nc1ccccc1)N1CCCC2CCCCC21 (configuration not stated) | 17 | 0.8 | 101 | -35 | -32 | 2 | nt | 32 | 3 | 131*
COC(=O)CN(c1ccccc1[N+](=O)[O-])S(=O)(=O)c1ccccc1 | -5 | 1 | 117 | 2 | 9 | 1.3 | 0.49 | -9 | -18 | 96
CC1(C)CC(CC(=O)Nc2ccccn2)C(=O)O1 (configuration not stated) | -4 | 1 | 96 | 1 | -6 | 1.1 | 0.44 | 7 | 8 | 99
O=c1[nH]c(SCc2ccc(Cl)cc2)nc2ccccc12 | -2 | 1 | 87 | 2 | -4 | 1.4 | 0.83 | 4 | 19 | 96
Nc1nc(-c2ccc3ccccc3c2)cs1 | 44 | 0.6 | 89 | -75 | -72 | 6.3* | -1.8 | 72 | 20 | 169*
CC(=O)NNS(=O)(=O)c1ccccc1[N+](=O)[O-] | -11 | 1.1 | 98 | -3 | -4 | 1.2 | 0.043 | 4 | -1 | 103
CC(=O)c1ccc(NC(=O)CCC(=O)OCC(F)(F)C(F)F)cc1 | -8 | 1.1 | 97 | -3 | -16 | 1.1 | nt | 16 | 9 | 103
COc1ccc(NC(=O)CCCn2c(=O)oc3ccccc32)cc1Cl | -3 | 1 | 108 | -23 | -58 | 1.8 | nt | 58 | -9 | 120
CC(=O)NC(=S)NNC(=O)COc1ccc(Br)cc1 | 0 | 1 | 104 | -8 | -5 | 1.3 | 0.022 | 5 | 8 | 107
COc1ccc(N2CCN(Cc3cc(=O)oc4ccc(Cl)cc34)CC2)cc1 | -4 | 1 | 100 | 3 | -11 | 1.1 | -0.056 | 11 | 8 | 97
Cc1cc(NC(=O)CSc2nc3ccccc3c(=O)n2Cc2ccccc2)no1 | -2 | 1 | 97 | 8 | 0 | 1 | 1 | 1 | 8 | 92
Cc1cc2[nH]c(=S)[nH]c2cc1C | -1 | 1 | 112 | 6 | -3 | 0.95 | 0.77 | 3 | -13 | 95
O=C(O)CCC(=O)NNC(=O)c1cccc(Cl)c1 | -10 | 1.1 | 99 | 1 | 12 | 1.1 | -0.0048 | -12 | -1 | 99

Records listed so far marked active in ROMK primary.
molecule	STAT3 act	STAT1 inh	APP transl inh	NF-kB neuron act	ROMK primary	APP 5'UTR act	STAT1 act
c1ccc(Oc2nc(Oc3ccccc3)nc(N3CCOCC3)n2)cc1	104	5	-14	0.99	-3.6*	14	95
O=S(=O)(Nc1nc2ccccc2s1)c1ccc(Br)s1	142*	1	5	0.93	-3.2*	nt	100
CN(C)S(=O)(=O)c1ccc(C(=O)Nc2nc(-c3ccccc3)c(C(=O)c3ccccc3)s2)cc1	103	-1	-13	0.78	1.2*	13	101

(continued)
SMILES | FLuc inhib CS | FLuc stim CS | STAT3 act | STAT1 inh | APP transl inh | NF-kB neuron act | ROMK primary | APP 5'UTR act | STAT3 inh | STAT1 act
CCOC(=O)c1c(C)[nH]c(=S)c(C#N)c1-c1ccc(Cl)cc1 | -5 | 1 | 94 | -1 | 1 | 1.1 | 0.0025 | -1 | 7 | 101
CC(C)C(=O)N(c1ccc(F)cc1)C1C=CS(=O)(=O)C1 (configuration not stated) | -5 | 1 | 96 | 5 | 7 | 0.96 | nt | -7 | 7 | 96
COc1ccccc1CNC(=O)Cc1cc(=O)[nH]c(=O)[nH]1 | -5 | 1.1 | 101 | -7 | -39 | 0.96 | 0.099 | 39 | -1 | 106
Cc1cc(F)ccc1S(=O)(=O)N1CCCOC1CNC(=O)C(=O)NCc1ccco1 (configuration not stated) | -5 | 1.1 | 99 | 8 | 3 | 1 | -0.11 | -3 | -1 | 94
CCOc1ccc(C(C)C)cc1S(=O)(=O)N1CCOCC1 | -6 | 1.1 | 98 | -3 | 0 | 0.99 | -0.83 | 0 | 4 | 102
COc1ccc(CC(=O)n2nc(-c3cccnc3)nc2N)cc1 | 1 | 1 | 104 | -7 | 4 | 1 | nt | -4 | -1 | 107
CCn1c(NC(=O)Nc2ccccc2OC)nc2ccccc21 | -3 | 1 | 108 | 15 | -4 | 1.1 | nt | 4 | -5 | 87
CCc1ccc(C(=O)COC(=O)CNC(=O)c2cccs2)cc1 | 0 | 1 | 103 | -11 | -5 | 0.97 | nt | 5 | 1 | 110
Clc1cccc(-c2cc3nc4c(c(N5CCN(c6cnccn6)CC5)n3n2)CCCC4)c1 | 2 | 1 | 104 | -8 | -35 | 0.42 | nt | 35 | -3 | 107

From PubChem
